Bioassay records: PubChem, Sanford-Burnham Center for Chemical Genomics
mIAP block = inhibitors of mouse IAP, primary screen, biochemical, luminescence, uHTS. 330,000 compounds, 0.2% hits. inhibition, % at 10 µM. purified mouse IAP, CDP-Star luminescence, 30 min;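 active = inhibition of at least 40% at 10 µM in the primary screen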;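 note: plate controls were DMSO with enzyme for no effect and no enzyme wells for full effect; values of inactives mirror those of a sister screen read the other way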
hIAP inh = human IAP inhibitors, primary screen, biochemical, luminescence, uHTS. inhibition, % at 10 µM. purified IAP, CDP-Star luminescence, 30 min. Intestinal-type alkaline phosphatase (Homo sapiens), P09923. 330,000 compounds, 0.12% hits;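 active = inhibition reaching a set limit with compound at 10 µM in the primary screen, cut at about 35% in these data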;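 note: plate controls were DMSO wells with enzyme for no effect and no-enzyme buffer wells for full effect; values of inactives mirror those of a sister screen read the other way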
PfG6PD inh = PfG6PD enzyme inhibitors, primary screen, biochemical, fluorescence intensity, uHTS. 350,000 compounds, 0.78% hits. PfGluPho enzyme, NADPH resazurin-diaphorase fluorescence. inhibition, % at 20 µM;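 active = inhibition reaching at least a set limit at 20 µM in the primary screen, cut at about 59% in these data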;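 note: 0% = DMSO wells with substrate and 100% = DMSO wells lacking glucose-6-phosphate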
hIAP activ = human IAP activators, primary screen, biochemical, luminescence, uHTS; Intestinal-type alkaline phosphatase (Homo sapiens), P09923; 330,000 compounds, 0.16% hits; purified human IAP, CDP-Star luminescence, 30 min; active compounds read high; 1 = vehicle-only enzyme, 0 = enzyme-free background; activation factor at 10 µM;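 active = activation factor of the enzyme at least 2-fold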; note: the source names both 10 and 20 µM as test concentration; values of inactives mirror those of a sister screen read the other way
A3A deaminase = APOBEC3A ssDNA deaminase inhibitors, primary screen, selectivity assay for APOBEC3G inhibitor project, biochemical, FAM/TAMRA oligo cleavage fluorescence; 330,000 compounds, 0.41% hits; recombinant A3A, FAM/TAMRA ssDNA deamination fluorescence; DNA dC->dU-editing enzyme APOBEC-3A (Homo sapiens), P31941; inhibition, % at 20 µM;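 active = at least 40% inhibition at 20 µM here, with at most 30% in a related deaminase screen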;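 note: plate controls were A3A with DMSO for no effect and wells lacking A3A enzyme for full effect; some results filed as inactive read as strong as hits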
Target sequence (P31941 whole entry, looked up): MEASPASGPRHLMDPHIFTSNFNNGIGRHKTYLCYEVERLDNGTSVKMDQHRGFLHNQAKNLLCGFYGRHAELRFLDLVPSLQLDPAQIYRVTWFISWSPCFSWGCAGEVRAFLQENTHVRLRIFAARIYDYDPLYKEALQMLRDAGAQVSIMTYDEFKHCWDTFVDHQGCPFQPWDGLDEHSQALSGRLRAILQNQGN
ATG4B inh = ATG4B protease inhibitors, primary screen, biochemical, fluorescence, uHTS | 340,000 compounds, 0.51% hits | ATG4B cleavage of LC3-PLA2, NBD-HPC fluorescence, 1 h | inhibition, % at 8.33 µM | Cysteine protease ATG4B (Homo sapiens), Q9Y4P1; in the data active = inhibition above about 40%
HKDC1 inhibitor = HKDC1 hexokinase inhibitors, primary screen, biochemical, fluorescence, uHTS | recombinant HKDC1, G6PDH/diaphorase resazurin coupled fluorescence | inhibition, % at 20 µM | 340,000 compounds, 0.16% hits;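 active = inhibition above about 35% when tested at 20 µM, limit read from the data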;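 note: plate controls were DMSO wells with enzyme for no effect and DMSO wells lacking enzyme for full effect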
Target sequence (Q2TB90 whole entry, looked up): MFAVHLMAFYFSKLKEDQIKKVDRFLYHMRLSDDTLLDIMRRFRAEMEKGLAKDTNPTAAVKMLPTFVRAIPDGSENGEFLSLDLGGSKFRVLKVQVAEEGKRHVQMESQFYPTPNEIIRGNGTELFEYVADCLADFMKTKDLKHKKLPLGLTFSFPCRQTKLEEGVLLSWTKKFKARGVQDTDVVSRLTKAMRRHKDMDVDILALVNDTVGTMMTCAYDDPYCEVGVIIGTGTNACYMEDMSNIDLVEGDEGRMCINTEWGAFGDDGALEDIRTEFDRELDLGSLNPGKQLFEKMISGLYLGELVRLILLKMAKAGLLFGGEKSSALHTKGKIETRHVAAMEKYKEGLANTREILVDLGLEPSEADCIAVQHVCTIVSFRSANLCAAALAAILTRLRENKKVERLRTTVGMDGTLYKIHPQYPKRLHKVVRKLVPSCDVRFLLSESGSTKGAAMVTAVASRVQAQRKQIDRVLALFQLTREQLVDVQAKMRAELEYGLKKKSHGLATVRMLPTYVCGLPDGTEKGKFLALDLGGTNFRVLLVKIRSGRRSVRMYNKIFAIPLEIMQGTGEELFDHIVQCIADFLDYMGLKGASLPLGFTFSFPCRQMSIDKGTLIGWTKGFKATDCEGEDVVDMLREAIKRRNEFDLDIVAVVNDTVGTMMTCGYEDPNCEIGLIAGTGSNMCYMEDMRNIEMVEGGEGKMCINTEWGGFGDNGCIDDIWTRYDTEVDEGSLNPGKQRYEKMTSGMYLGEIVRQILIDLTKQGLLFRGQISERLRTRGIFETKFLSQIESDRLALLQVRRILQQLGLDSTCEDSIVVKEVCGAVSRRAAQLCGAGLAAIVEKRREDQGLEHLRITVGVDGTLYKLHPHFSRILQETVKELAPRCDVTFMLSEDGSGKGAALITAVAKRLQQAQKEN
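Material: recombinant HKDC1 hexokinase; Amount: HKDC1 at 5 µg/mL; Medium: Tris pH 8.0 buffer with MgCl2, Tween-20, BSA, BME; Schedule: 90 min reaction incubation at room temperature, dark; Technique: coupled resazurin fluorescence, excitation 525 nm, emission 613 nm.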
mIAP activ = activators of mouse IAP, primary screen, biochemical, luminescence, uHTS. activation factor at 10 µM. AID 2805, 2010. 330,000 compounds, 0.24% hits. muIAP, CDP-Star luminescence, 30 min; active compounds read high; 1 = vehicle-only enzyme signal, 0 = enzyme-free wells. intestinal alkaline phosphatase [Mus musculus];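 active = activation factor of at least 2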; note: the source names both 10 and 20 µM as test concentration; values of inactives mirror those of a sister screen read the other way
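System: Mouse IAP enzyme | Also added: CDP-Star substrate | Dosing: Compounds dispensed in DMSO | Schedule: 30 min enzyme-substrate-compound incubation at room temperature | Technique: Chemiluminescence readout | Control set: DMSO-only wells and no-enzyme negative control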
* hit, by the source's call.

SMILES	mIAP block	hIAP inh	PfG6PD inh	hIAP activ	A3A deaminase	ATG4B inh	HKDC1 inhibitor	mIAP activ
CN1/C(=C\C(=O)COC(=O)c2ccc([N+](=O)[O-])o2)C(C)(C)c2ccccc21	-8	2	5	0.98	-1	-4	-2	1.1
CCOCCCNC(=O)c1ccc2c(=O)n(CCCOCC)c(=S)[nH]c2c1	-16	-5	1	1.1	-2	5	-3	1.2
O=C(CS(=O)(=O)Cc1ccccc1)N1CCN(c2cccc(C(F)(F)F)c2)CC1	4	7	11	0.93	-5	-18	0	0.96
Cc1ccc(N2C(N)=C(C#N)C(c3ccsc3)C3=C2CC(C)(C)CC3=O)cc1 (stereo not given)	2	-4	-9	1	-2	10	6	0.98
CCN(CC)C(=O)CSc1nc2nc(C)cc(C)c2c(=O)[nH]1	8	-1	-11	1	-1	-5	0	0.92
CCOC(=O)COn1c(=O)c(-c2ccccc2)[n+]([O-])c2ccccc21	5	-7	-2	1.1	-1	-7	-2	0.95
O=C(NCCN1CCN(c2ccc([N+](=O)[O-])cc2)CC1)NCc1ccccc1	-5	-11	-12	1.1	-1	0	-7	1
COc1ccc(NC(=O)c2nn(C)cc2[N+](=O)[O-])cc1	-7	-13	4	1.1	-3	-4	0	1.1
O=C(NCc1cccs1)c1ccc2ccccc2n1	-1	5	-13	0.95	3	-9	-6	1
Cc1ccc(-n2ncc3c(NNC(=O)c4ccco4)ncnc32)c(C)c1	-2	-198	8	3*	-7	6	-6	1
CC(C)c1ccc2oc(=O)cc(CN3CCN(c4ccccc4)CC3)c2c1	9	-19	21	1.2	-3	-5	1	0.91
O=C(CCn1c(=O)[nH]c2ccccc2c1=O)NCCSCc1ccccc1	-15	1	12	0.99	2	-6	-3	1.1
O=C(CC1SC(=Nc2ccccc2F)N(CCN2CCOCC2)C1=O)Nc1ccc(F)cc1F (stereo not given)	6	4	4	0.96	-1	-3	-3	0.94
CCN(CC)CC(O)CCCCCCCCC(=O)OC (stereo not given)	5	1	3	0.99	37	-1	-8	0.95
CCOC(=O)Cc1csc(/N=C/c2c(O)n(-c3ccc(C)cc3C)c(=O)c3ccccc23)n1	11	13	-5	0.87	1	0	-12	0.89
O=C(COC(=O)c1cccc(S(=O)(=O)N2CCCC2)c1)Nc1ccccc1C(F)(F)F	-2	-21	-15	1.2	1	0	-2	1
C/C(=N\Nc1ccc(S(=O)(=O)Nc2ccc(Cl)cc2)cc1[N+](=O)[O-])c1ccc(N2CCOCC2)cc1	13	13	4	0.87	0	5	0	0.87
O=C(Nc1cc(C(=O)N2CCCC2)ccc1N1CCCC1)c1ccccc1	-14	10	-1	0.9	-3	-2	-9	1.1
Cc1nc(-c2ccc(NC(=O)C(C)(C)C)cc2)c(-c2ccccc2)o1	-12	-1	6	1	0	-3	-3	1.1
O=C(Nc1ccccc1N1CCCCC1)c1ccc(-c2cc(Cl)ccc2Cl)o1	0	3	9	0.97	1	-3	0	1

Complete entries, looked up by structure:
Entry for O=C(CS(=O)(=O)Cc1ccccc1)N1CCN(c2cccc(C(F)(F)F)c2)CC1 → mIAP block: 4; hIAP inh: 7; PfG6PD inh: 11; hIAP activ: 0.93; A3A deaminase: -5; ATG4B inh: -18; HKDC1 inhibitor: 0; mIAP activ: 0.96
Entry for CCN(CC)C(=O)CSc1nc2nc(C)cc(C)c2c(=O)[nH]1 → mIAP block: 8; hIAP inh: -1; PfG6PD inh: -11; hIAP activ: 1; A3A deaminase: -1; ATG4B inh: -5; HKDC1 inhibitor: 0; mIAP activ: 0.92
Entry for Cc1nc(-c2ccc(NC(=O)C(C)(C)C)cc2)c(-c2ccccc2)o1 → mIAP block: -12; hIAP inh: -1; PfG6PD inh: 6; hIAP activ: 1; A3A deaminase: 0; ATG4B inh: -3; HKDC1 inhibitor: -3; mIAP activ: 1.1

Continued:
SMILES	mIAP block	hIAP inh	PfG6PD inh	hIAP activ	A3A deaminase	ATG4B inh	HKDC1 inhibitor	mIAP activ
Cc1ccc(NC(=O)c2ccc(NS(=O)(=O)c3cccc4cccnc34)cc2)cc1	3	-14	15	1.1	-2	-16	-1	0.97
COC(=O)c1cc(NC(=O)c2cccnc2)ccc1N1CCOCC1	-7	8	19	0.92	1	-5	-4	1.1
Cc1ccc(C(=O)CN2C(=O)c3ccccc3S2(=O)=O)cc1	-1	-7	0	1.1	-1	-3	-4	1
Nc1c(C(=O)NCCc2ccccc2)sc2nc(N3CCOCC3)c3c(c12)CCCC3	-13	-5	55	1.1	0	-7	14	1.1
CCCC(=O)Nc1c(O)c2ccccc2[nH]c1=O	-5	9	7	0.91	-1	0	-1	1.1
Cc1cc(C)c(-c2c(O)c3cccnc3n(C)c2=O)c(C)c1	0	-18	-10	1.2	0	3	-4	1
CC12CCC(C(=O)Nc3ccccc3Cl)(C(Br)C1=O)C2(C)C (stereo not given)	4	5	-12	0.95	-1	-8	-7	0.96
COC(=O)c1ccc(C(=O)OCc2nc3cc4ccccc4cc3[nH]2)cc1	2	-9	5	1.1	0	-13	-4	0.98
COCCNC(=O)/C(C#N)=C/c1ccc2c(c1)OCO2	7	2	-13	0.98	1	6	6	0.93
NS(=O)(=O)c1ccc(CCNC(=O)c2ccc(Cl)s2)cc1	7	19	17	0.81	-3	-4	-10	0.93
Cc1onc(-c2ccccc2Cl)c1C(=O)Nc1ccc(-c2nnc3n2CCCCC3)cc1	2	10	-6	0.9	4	3	0	0.98
CS(=O)(=O)NCCNC(=O)c1cc(OCC(F)(F)F)ccc1OCC(F)(F)F	3	-10	-16	1.1	1	10	1	0.97
CCn1cnc2cc(NC(=O)c3ccc(C)cc3)ccc21	-2	10	12	0.91	-6	2	3	1
CNC(=O)c1cc(S(=O)(=O)Nc2ccc3c(c2)OCCO3)ccc1C	1	-10	-8	1.1	-4	-7	-3	0.99
O=c1c2ccccc2nc(SCc2ccccc2)n1CC1CCCO1 (stereo not given)	1	-5	-6	1.1	0	11	3	0.99
Cc1ccc(C)c(N2C(=O)CS/C2=N\NC(=O)c2ccccc2Cl)c1	-2	-22	1	1.2	-3	-9	1	1
COc1cccc(OC)c1C(=O)NC(C)c1ccccc1 (stereo not given)	5	6	-8	0.94	-5	-10	-9	0.95
O=C(CSc1nc2[nH]ncc2c(=O)[nH]1)Nc1ccccc1	4	-4	-11	1	21	0	-7	0.96
CC(=O)Oc1cc(O)c2c(c1)OC(c1ccc(OC(C)=O)c(OC(C)=O)c1)C(OC(C)=O)C2=O (stereo not given)	-59	6	-50	0.94	17	1	7	1.6
CN1CCN(c2ccc(NC(=O)c3ccc(-c4cccc([N+](=O)[O-])c4)o3)cc2)CC1	12	4	15	0.96	-2	-14	-3	0.88
CCOc1ccc(OCC(=O)Nc2nccs2)cc1	10	14	-2	0.86	-1	1	0	0.9
Cc1cccc(-n2nnc(C(=O)NCc3ccccc3)c2N)c1	-8	8	23	0.92	-2	-4	-2	1.1
COC(=O)n1c(SC)nc2ccccc21	1	15	7	0.85	-5	2	4	0.99
O=C(NCc1ccc(F)cc1)C1CCC(CNc2c(N3CCOCC3)c(=O)c2=O)CC1 (stereo not given)	15	2	6	0.98	7	-11	-9	0.85
Cc1cc2occ(CC(=O)N(C)CC(=O)Nc3ccccc3C(F)(F)F)c2cc1C	-4	-12	14	1.1	3	-15	-1	1
O=C(Nc1ccnc(=O)[nH]1)c1sc2ccccc2c1Cl	2	-16	-11	1.2	1	-3	2	0.97
CC(C)(C)c1ccc(C(=O)O)c(C(=O)c2ccc(C(=O)O)cc2)c1	-2	-10	-17	1.1	-2	5	-6	1
O=C(OCC#CCSc1nnc(-c2cccc3ccccc23)o1)c1cnc[nH]1	-5	-31	5	1.3	2	-8	-2	1
COC(=O)c1cccc(COC(=O)c2cccnc2SC)c1	4	9	-2	0.91	5	7	-5	0.96
CCOc1ccc(NC(=O)c2ccc(F)c(S(=O)(=O)N3CCN(c4ccccn4)CC3)c2)cc1	0	-24	-5	1.2	1	11	-7	1
O=C(NCc1nnc(SCC(=O)N2CCN(c3ccccc3)CC2)o1)c1ccco1	7	6	-2	0.94	1	-14	-1	0.93
C/C(=N\Nc1cc(N2CCOCC2)ncn1)c1ccccc1	-2	6	2	0.94	0	-3	2	1
O=C(COC(=O)c1ncc(Cl)c(Cl)c1Cl)Nc1cccnc1Cl	-4	-7	-6	1.1	-1	2	-4	1
O=C(NC1CCCC1)c1ccc2nc(-c3ccco3)c(-c3ccco3)nc2c1	13	3	53	0.97	67	21	28	0.87
CCN(CC)P(=O)(Nc1ccc([N+](=O)[O-])cc1)c1c(C)nn(CCC#N)c1NC(=O)c1ccc(Cl)cc1 (stereo not given)	2	-4	10	1	3	-11	-4	0.98
Cc1ccc(OCC(=O)NN=C2c3ccccc3-c3ccccc32)cc1	6	5	5	0.95	-1	-2	-9	0.94
CC(C(=O)NCc1cccnc1)N1C(=O)c2ccccc2C1=O (stereo not given)	0	15	-8	0.85	-4	5	-5	1
Cc1ccccc1/C=c1\s/c(=C\C(=O)C(C)(C)C)[nH]c1=O	3	-11	-5	1.1	-2	2	0	0.97
CN(C(=O)c1ccc(Br)o1)C1CCS(=O)(=O)C1 (stereo not given)	-2	0	-3	1	2	-16	-6	1
O=C(NC(=S)Nc1ccc(S(=O)(=O)Nc2nccs2)cc1)c1ccc(Br)o1	13	-5	-42	1.1	-8	-4	-3	0.87
CCOc1ccc(NC(=O)CCc2nnc3ccc(N4CCN(C)CC4)nn23)cc1	-5	-7	-4	1.1	-4	5	0	1
Cn1nnc(NC(=S)NC(=O)Cc2ccccc2)n1	3	1	-2	0.99	0	-1	-16	0.97
CCC(=O)Nc1ccc2c(c1)nc(CCN1CCN(C)CC1)n2C	-6	4	3	0.96	3	6	4	1.1
NS(=O)(=O)c1ccc(NC(=O)COC(=O)c2cc([N+](=O)[O-])ccc2Cl)cc1	-7	0	1	1	2	-7	1	1.1
Brc1ccccc1C1N=C(c2ccccc2)NO1 (stereo not given)	0	-9	-9	1.1	-2	24	5	1
CCc1cccc(C)c1NC(=O)CSc1n[nH]c(N)n1	-8	-11	12	1.1	3	4	-6	1.1
CC(=O)Nc1ccc(NC(=O)c2ccccc2Nc2ccccc2)cc1	8	11	21	0.89	-2	-9	6	0.92
Cc1cccc(NC(=S)NC(C)CCc2ccccc2)c1 (stereo not given)	-117	-8	-6	1.1	0	12	-4	2.2*
COc1ccc(-c2cc(C(=O)NCCc3ccc(S(N)(=O)=O)cc3)c3ccccc3n2)cc1	3	-7	7	1.1	6	-12	-6	0.97
O=C(N/N=C/C1CC2CCC1C2)c1c[nH]c2ccccc12 (stereo not given)	1	-26	-6	1.3	-2	2	-4	0.99
CCOC(=O)Cn1cnc2sc(C(=O)OC)c(C)c2c1=O	-1	-11	-1	1.1	1	-13	-4	1
CC(=O)Nc1ccc(OCC(=O)N2CCC(Cc3ccccc3)CC2)cc1	-3	-6	-12	1.1	2	-6	0	1
O=C1NCCc2cc3c(cc21)OCO3	-8	-10	10	1.1	-3	-2	1	1.1
